Source: PubChem BioAssay (several laboratories)
Wee1 stabilizer = blocks degradation of human Wee1 kinase. P30291. HeLa Luc-Wee1K328M stability, luciferase luminescence; 100% = proteasome inhibitor MG132 effect. reporter increase, % at 5 µM. actives 1.2% (n = 220,000). AID 1321;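 active = activation above the mean of all tested compounds plus 3 SD, set per screening run, cut at about 8.8% in these data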;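 note: cells exposed to compound for 20 h before luminescence read; 0% = DMSO alone and 100% = MG132 at 30 µM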
FXIIa inh 1536 = inhibitors of human coagulation factor XIIa | P00748 | purified FXIIa, Boc-QGR-AMC fluorogenic substrate, 2 h | inhibition, % at 5 µM | actives 0.3% (n = 220,000); in the data active = inhibition above about 40%;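 note: 0% = enzyme with no compound and 100% = blank without enzyme; many of its hits are not listed in these tables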
Hck Nef HTS = human Hck-Nef kinase inhibition; P08631; Recombinant Hck-YEEI plus Nef, Z-Lyte FRET kinase assay; inhibition, % at 20 µM; actives 0.68% (n = 220,000);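 active = Hck-Nef kinase inhibition above about 50%, limit read from the data; inactive = inhibition below that limit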;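 note: 0% = DMSO with Hck plus Nef and 100% = Hck alone without Nef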
FXIa inh = factor XIa (human) inhibition; purified FXIa, Boc-Glu-Ala-Arg-AMC fluorogenic substrate; inhibition, % at 5 µM; P03951; actives 0.14% (n = 220,000);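 active = inhibition of at least 40%; inactive = inhibition below 40%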;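 note: fluorescence of freed AMC excited at 355 nm; 0% = enzyme without compound and 100% = no enzyme blank; many of its hits are not listed in these tables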
Runt-CBFb FRET = Runt domain-CBFb interaction inhibition. Q01196+Q13951. Cerulean-Runt/Venus-CBFb FRET ratio 530/480, 1 h. inhibition, % at 20 µM. actives 0.46% (n = 220,000). AID 1496;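 active = inhibition over about 50% at 20 µM in the single-dose screen, limit read from the data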;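 note: 0% = DMSO wells and 100% = excess unlabeled CBFb competitor control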
Target sequence (Q01196 whole entry, looked up, the tested form may be a part): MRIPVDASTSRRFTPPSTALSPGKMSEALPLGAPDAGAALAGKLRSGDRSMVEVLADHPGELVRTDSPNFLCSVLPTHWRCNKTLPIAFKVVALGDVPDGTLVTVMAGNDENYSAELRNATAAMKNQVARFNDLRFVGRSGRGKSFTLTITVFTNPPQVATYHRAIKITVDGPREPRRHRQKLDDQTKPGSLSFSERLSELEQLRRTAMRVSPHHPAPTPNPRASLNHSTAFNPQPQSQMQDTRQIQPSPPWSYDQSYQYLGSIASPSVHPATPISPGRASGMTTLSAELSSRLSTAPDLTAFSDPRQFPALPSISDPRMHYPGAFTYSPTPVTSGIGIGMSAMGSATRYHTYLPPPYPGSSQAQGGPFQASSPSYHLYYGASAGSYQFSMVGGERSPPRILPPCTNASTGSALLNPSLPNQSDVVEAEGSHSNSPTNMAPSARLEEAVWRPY
Target sequence (Q13951 whole entry, looked up, the tested form may be a part): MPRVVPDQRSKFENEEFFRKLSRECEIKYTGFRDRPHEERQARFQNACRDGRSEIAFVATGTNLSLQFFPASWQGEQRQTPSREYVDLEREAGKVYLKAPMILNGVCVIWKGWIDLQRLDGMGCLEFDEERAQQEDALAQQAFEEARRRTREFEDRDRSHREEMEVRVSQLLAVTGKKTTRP
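test system = Cerulean-Runt domain fusion protein, energy donor | probe or stimulus = Venus-CBFb binding partner, 100 nM | incubation = two 1 h room-temperature incubations shielded from light | detection = fluorescence energy transfer, 422 nm excitation, 530/480 nm emission | measure = loss of energy transfer signal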
14-3-3 Bad inh = disrupts binding of bovine 14-3-3 zeta to phospho-Bad peptide. P63103. TR-FRET 14-3-3zeta/Dy647-pBad peptide displacement, 1 h. inhibition, % at 21.7 µM. actives 0.71% (n = 220,000);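 active = inhibition above about 70%, limit read from the data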;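 note: 0% = full 14-3-3 plus peptide FRET controls and 100% = background without 14-3-3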
Target sequence (P63103 whole entry, looked up): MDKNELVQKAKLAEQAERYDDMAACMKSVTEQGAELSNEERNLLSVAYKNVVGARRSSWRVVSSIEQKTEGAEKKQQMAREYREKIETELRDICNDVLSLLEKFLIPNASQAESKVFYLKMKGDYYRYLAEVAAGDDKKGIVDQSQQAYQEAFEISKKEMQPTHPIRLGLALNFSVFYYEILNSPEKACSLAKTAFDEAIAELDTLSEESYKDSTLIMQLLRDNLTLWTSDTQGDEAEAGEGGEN
hK5 inh = inhibitors of human kallikrein 5 | actives 0.59% (n = 210,000) | AID 873 | recombinant hK5, fluorogenic AMC substrate cleavage | inhibition, % at 5 µM | Q9Y337;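 active = inhibition of 40% or more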;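 note: 0% = enzyme controls without compound and 100% = no-enzyme blanks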
Runt-SMMHC FRET = blocks binding of human RUNX1 Runt domain to CBFb-SMMHC | Q01196+Q13951 | Cerulean-Runt/Venus-CBFb-SMMHC FRET ratio 530/480, 1 h | inhibition, % at 20 µM | actives 0.74% (n = 220,000) | AID 1434;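 active = mean inhibition across duplicate retests at 20 µM reaching about 50%, limit read from the data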;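 note: 0% = DMSO wells and 100% = wells with excess untagged CBFb-SMMHC; inhibitors lower the FRET ratio by blocking Runt binding to CBFb-SMMHC; some results filed as inactive read as strong as hits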
Thrombin inh = blocks human thrombin protease activity; P00734; alpha-thrombin, Boc-VPR-AMC fluorogenic substrate cleavage; inhibition, % at 5 µM; actives 0.26% (n = 220,000); AID 1046;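 active = inhibition at or above 40%; inactive = inhibition below 40%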;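 note: 0% = enzyme with no compound and 100% = wells without enzyme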
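System – human alpha-thrombin protein · Reagent – Boc-VPR-AMC substrate, 15 µM final · Compound – 5 µM single dose in 0.2% DMSO · Schedule – reaction at room temperature · Technique – AMC fluorescence at 355 nm excitation and 460 nm emission · Read-out basis – % inhibition relative to enzyme controls and enzyme-free blanks · Control set – no-compound enzyme wells and no-enzyme blanks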
Active calls of the source: *; . = no result given; [ ] = dose if it differs, or a comment.

SMILES | Wee1 stabilizer | FXIIa inh 1536 | Hck Nef HTS | FXIa inh | Runt-CBFb FRET | 14-3-3 Bad inh | hK5 inh | Runt-SMMHC FRET | Thrombin inh
COc1ccc(CC2(C)OC(c3ccc(Cl)cc3)=NN2C(C)=O)cc1 (centres undefined) | -3 | 6 | -3 | 2 | -3 | 21 | -8 | -5 | -4
COc1cccc(-c2nc(Cc3ccc(OC)c(OC)c3)no2)c1 | 2 | -9 | 4 | -6 | -4 | 7 | 13 | 2 | -5
CCNc1nc(NCC)nc(N/N=C/c2ccc([N+](=O)[O-])o2)n1 | -2 | 15 | 12 | 0 | 1 | 7[fluorescence artefact?] | -5 | -9 | 6
CCC(C)NC(=O)Cc1cn(C)c2ccccc12 (centres undefined) | 0 | -15 | 1 | 0 | -1 | 19[fluorescence artefact?] | -8 | -1 | -7
Cc1oc(-c2ccc(Cl)cc2)nc1CS(=O)CC(=O)NCCN1CCCC1 (centres undefined) | 1 | 20 | 2 | 6 | 4 | 1 | -1 | 1 | 6
O=C(O)c1ccc(NC(=S)NC2CCCCC2)cc1 | 9.6* | 10 | 3 | 6 | 3 | -27 | -24 | -6 | 0
O=C1OC(c2ccccc2)/C(=C(/O)c2ccc(Cl)cc2)C1=O (centres undefined) | 0 | 17 | -1 | 0 | 0 | 71* | -7 | -1 | 3
COc1ccc(Oc2nc(C)cc(C)c2C#N)cc1 | -1 | 19 | 1 | 4 | -1 | -1 | 1 | 1 | 2
COc1ccccc1N(C(=O)c1ccncc1)c1nc(-c2ccc([N+](=O)[O-])cc2)cs1 | 0 | 2 | -4 | -8 | -2 | 3 | -6 | -1 | -3
C=CCOC(=O)C1=C(C)OC(N)=C(C#N)C1c1ccc(F)cc1 (centres undefined) | -2 | 2 | 1 | -9 | -2 | -2 | -10 | -1 | -4
Cc1ccc(S(=O)(=O)N(CC(=O)N=Nc2c(O)[nH]c3ccccc23)c2cccc(C)c2)cc1 | 5 | 3 | 6 | -2 | -1 | 4 | -43 | -3 | -7
O=C(CCc1nc(-c2ccccc2)c(-c2ccccc2)o1)OCc1ccc(Cl)cc1 | 0 | 17 | 0 | 5 | -4 | -2 | -15 | -5 | 5
CC(C)(C)c1ccc(/C=N/N2CCN(c3ccccn3)CC2)cc1 | -1 | 5 | 6 | 4 | -3 | 0 | -5 | -2 | -5
CCn1c(SCC(=O)Nc2ccc(C)cc2)nc(O)cc1=O | 0 | 4 | 18 | 2 | -2 | 0 | 4 | 4 | -2
COc1ccc(Nc2nc3ccccc3nc2NS(=O)(=O)c2cccs2)c(OC)c1 | -2 | 3 | 26 | 3 | -7 | 2 | 3 | -8 | -2
C/C(CC(=O)Nc1cccc(C(F)(F)F)c1)=N/NC(=O)C(=O)NCCO | 0 | 8 | -4 | 5 | 1 | -24 | 2 | 2 | -1
CC(C)Sc1nc(N2CCOCC2)c2c(c1C#N)CC(C)(C)N(C)C2 | -1 | 0 | 2 | 0 | 36 | -8[fluorescence artefact?] | -33 | 79* | -8
O=C1CCCN1CCCNC(=S)Nc1ccc(Nc2ccccc2)cc1 | 0 | 16 | 26 | 22 | 5 | -18 | 17 | -2 | -1
CCCN1C2CCCC1CC(NC(=S)Nc1cccc(C)c1)C2 (centres undefined) | 0 | 8 | 3 | 2 | 0 | -2 | . | 5 | -2
COc1ccc(CNS(=O)(=O)c2cc(OCC(N)=O)c(C)cc2Cl)cc1 | 3 | -1 | -2 | -5 | -4 | 3 | 2 | 4 | -5
COc1ccc(CC(=O)c2c(O)cc(O)cc2O)cc1OC | -1 | 3 | -13 | -6 | 2 | 2 | -6 | -2 | -2
CC1CCN(C(=O)COC(=O)c2ccc(Br)o2)CC1 | 3 | 28 | 0 | 20 | 4 | 10 | -7 | -8 | 5
CC(C)(C)NC(=O)NC(=O)COC(=O)c1ccc(OC(F)F)cc1 | 7 | -1 | 2 | -8 | -4 | -21 | -25 | 4 | -11
CCNC(=S)N/N=C/c1ccc(OCC(=O)Nc2ccc(C)cc2)cc1 | 0 | -2 | 4 | -7 | 0 | -3 | -2 | -4 | -6
Oc1ccc(Br)cc1/C=N/N1CCCCC1 | -2 | 15 | 3 | 11 | 1 | -6 | -17 | -4 | 2
Cc1nn(CCCC(=O)Nc2cccnc2Cl)c(C)c1[N+](=O)[O-] | -2 | 5 | 20 | -5 | 0 | -21 | -1 | -2 | -8
O=C(CNS(=O)(=O)c1ccc(C(=O)N2CCOCC2)cc1)N1CCOCC1 | 2 | 5 | 8 | 4 | 2 | -2 | -1 | -1 | 1
CCC1(c2ccccc2)C(=O)NCNC1=O | 1 | 12 | -1 | 8 | 1 | 7 | -8 | 1 | .
COc1ccccc1CN1C(=O)c2cccc3cccc(c23)C1=O | 1 | 0 | 0 | -10 | 0 | 2 | -7 | 3 | -11
CNC(=O)c1ccc(N(Cc2ccccc2)S(C)(=O)=O)cc1 | 1 | 58* | 8 | 7 | 0 | -1 | 72* | -1 | 12
Cc1ccc(C(=O)OCC(=O)Nc2c(Cl)cc(S(N)(=O)=O)cc2Cl)o1 | -1 | 5 | 18 | 0 | 0 | -8 | 1 | -2 | -8
CC(C)N(Cc1nnc(-c2ccccc2Cl)o1)C(=O)c1cccc(C#N)c1 | -1 | . | 1 | . | 2 | . | . | 3 | .
CC(OC(=O)C1=NNC(=O)CC1)C(=O)Nc1ncc(Cl)cc1Cl (centres undefined) | -3 | 5 | 22 | -1 | 1 | -11 | -5 | -2 | 2
CN(C(=O)c1cc2n(n1)C(C(F)(F)F)CC(c1ccco1)N2)c1ccc(OC(F)(F)F)cc1 (centres undefined) | -1 | 11 | 0 | -8 | -10 | -14 | -23 | -18 | -1
O=C(OC(C(=O)NCC1CCCO1)c1ccc(F)cc1)c1ccco1 (centres undefined) | -4 | 37 | -1 | -8 | 2 | 4 | 11 | 0 | 1
COc1ccc(OC)c(N(CC(=O)NC2CC2)S(=O)(=O)c2ccc(C)cc2)c1 | 0 | 8 | 1 | -8 | 0 | -6 | -10 | -11 | -14
CN(C)/C=C(/C(=O)c1ccc(Cl)c(Cl)c1)S(C)(=O)=O | 1 | 6 | -6 | -3 | 0 | -5 | -10 | 3 | -4
O=C(CCC1CCCN(C(=O)c2cccs2)C1)N1CCN(c2ccccn2)CC1 (centres undefined) | 0 | 3 | 13 | -5 | 2 | 6 | 3 | 4 | -15
CC(C)CC(C(=O)Nc1ccccc1)N1C(=O)C2C3C=CC(C3)C2C1=O (centres undefined) | 4 | 10 | 6 | 3 | -1 | -10 | . | 2 | 0
CN(C)S(=O)(=O)c1cccc(NC(=S)N/N=C/c2ccc(O)c(O)c2O)c1 | -1 | 8 | 91* | 3 | 37 | 45 | -24 | 9 | -2
O=C(NCc1ccccc1)c1ccc(F)c(S(=O)(=O)N2CCOCC2)c1 | -1 | 1 | -1 | -6 | -4 | -4 | -14 | -1 | 3
CCOC(=O)c1c(C)nc2c(c1C)/C(=N/O)CC(C)(C)C2 | 0 | 14 | 1 | 3 | 0 | 0 | 0 | 4 | 4
COc1cc([N+](=O)[O-])ccc1NC(=O)Cc1ccc(F)cc1 | -1 | 15 | 3 | 6 | -2 | 11 | -7 | -1 | 4
O=c1cc(CN2CCN(c3cccc(C(F)(F)F)c3)CC2)nc2sccn12 | -1 | 7 | -4 | 3 | -1 | 4 | -5 | -1 | -5
COc1ccc(CCN2C(=O)CC(Cc3ccc(C)cc3)C2=O)cc1OC (centres undefined) | -1 | 6 | 20 | -3 | 0 | -6 | -1 | -1 | -11
CCC(=O)N1CCN(c2ccc(Cl)cc2NC(=O)c2ccc(N3CCCC3)c([N+](=O)[O-])c2)CC1 | 1 | 12 | 0 | 8 | -8 | 15 | -18 | -6 | 2
O=C(NCCc1ccccc1)C1CCCN1C(=O)NCc1ccccc1 (centres undefined) | -2 | 19 | 4 | 7 | 0 | 8 | -13 | 2 | 6
CCCn1c(=N)n(CC(=O)c2ccc([N+](=O)[O-])cc2)c2ccccc21 | -2 | 0 | 23 | -4 | 9 | 2 | -10 | -9 | 0
Cc1nc(SCC(=O)Nc2ccccc2)c2oc3ccccc3c2n1 | 1 | 13 | 1 | 6 | -2 | 8[fluorescence artefact?] | -7 | 2 | 1
CCCC(=O)NC(=S)NNC(=O)c1ccc([N+](=O)[O-])cc1 | 1 | -2 | 2 | -14 | 15 | -4[fluorescence artefact?] | -62 | 4 | -7

Arranged by SMILES length (highest first): 4 of the compounds above.
SMILES | Wee1 stabilizer | FXIIa inh 1536 | Hck Nef HTS | FXIa inh | Runt-CBFb FRET | 14-3-3 Bad inh | hK5 inh | Runt-SMMHC FRET | Thrombin inh
CCCn1c(=N)n(CC(=O)c2ccc([N+](=O)[O-])cc2)c2ccccc21 | -2 | 0 | 23 | -4 | 9 | 2 | -10 | -9 | 0
O=c1cc(CN2CCN(c3cccc(C(F)(F)F)c3)CC2)nc2sccn12 | -1 | 7 | -4 | 3 | -1 | 4 | -5 | -1 | -5
COc1ccc(CCN2C(=O)CC(Cc3ccc(C)cc3)C2=O)cc1OC (centres undefined) | -1 | 6 | 20 | -3 | 0 | -6 | -1 | -1 | -11
Cc1nc(SCC(=O)Nc2ccccc2)c2oc3ccccc3c2n1 | 1 | 13 | 1 | 6 | -2 | 8[fluorescence artefact?] | -7 | 2 | 1

Next structures
SMILES | Wee1 stabilizer | FXIIa inh 1536 | Hck Nef HTS | FXIa inh | Runt-CBFb FRET | 14-3-3 Bad inh | hK5 inh | Runt-SMMHC FRET | Thrombin inh
Cc1nnsc1C(=O)NNc1c(Cl)cccc1Cl | 9.0* | 10 | 0 | 2 | 0 | -2 | -1 | 5 | -3
CCOC(=O)c1c(C)c(C(=O)NCCCOC(C)C)c(C)n1C | 2 | 17 | -4 | 5 | 0 | 0 | -1 | 1 | 0
COc1ccc(Nc2oc(COc3ccc(C)cc3)nc2C#N)cc1 | 0 | 7 | 1 | 3 | -1 | -11[fluorescence artefact?] | -1 | -2 | 0
COc1ccc2c(Cl)c(C(=O)NCCCn3ccnc3)sc2c1Cl | -3 | 18 | 1 | 3 | -3 | 28 | -3 | -14 | 2
CC12CCC(C(=O)Nc3ncc([N+](=O)[O-])s3)(OC1=O)C2(C)C (centres undefined) | -2 | 2 | 2 | 0 | -1 | 35 | 4 | 5 | -5
COc1ccccc1CN(CC(=O)NCc1ccco1)C(=O)CNS(=O)(=O)c1ccccc1 | 3 | 0 | -15 | -3 | 3 | -1 | 0 | 2 | 4
CC1=NN(c2ccccc2)C(=O)C1N=Nc1ccc(N)cc1 (centres undefined) | -3 | 12 | 0 | 9 | 0 | -17[fluorescence artefact?] | -8 | -6 | 0
Cc1ccc(C(C)C)c(OCc2nn(CC(=O)c3ccc(Cl)cc3)c3[n+]2CCCCC3)c1 | 2 | -1 | 36 | -5 | -2 | -3 | -7 | -2 | -2
CN(Cc1ccc(F)cc1)C(=O)COc1ccccc1-c1ccccc1 | -1 | 4 | 0 | -2 | -4 | 4 | -1 | -2 | -8
O=C(NCCCN1CCOCC1)c1sc2cc(F)ccc2c1Cl | 0 | 10 | 13 | 5 | 0 | 2 | 10 | -1 | -9
